CSN deneddyl inh: CSN deneddylation inhibition. Q92905. Purified CSN, SCF-Nedd8-OG deneddylation, fluorescence polarization. inhibition, % at 12.5 µM. 360,000 tested, 0.38% active. AID 651999;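 active = pattern-corrected inhibition above about 35%, with an unprinted fluorescence ratio check between 0.5 and 1.5, limit read from the data, passing the limit was not always enough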;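 also: 0% = enzyme with substrate and 100% = substrate without enzyme; some results filed as inactive read as strong as hits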
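Test system: purified human Csn5 enzyme expressed in HEK293T cells. Amount: 0.24 nM enzyme. Reagent: SCFSkp2-Nedd8OG substrate at 10 nM final. Schedule: 90 min incubation of compound, enzyme and substrate at room temperature. Detection: fluorescence polarization. Read-out: % inhibition of substrate cleavage by Csn5.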
NadD inh: blocks S. aureus nicotinate mononucleotide adenylyltransferase. 360,000 tested, 0.78% active. inhibition, % at 20 µM. purified NadD enzyme, colorimetric absorbance read-out. AID 602399; in the data active = inhibition above about 26%; also: some compounds past the cut are filed as inactive
STEP inh: inhibitors of human striatal-enriched phosphatase STEP | recombinant STEP, OMFP fluorogenic substrate, fluorescence | inhibition, % at 20 µM | 360,000 tested, 0.25% active;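 active = inhibition at 20 µM, scaled per plate between control wells, above about 37%, limit read from the data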;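 also: 0% = DMSO with enzyme and substrate and 100% = substrate only without enzyme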
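Material: STEP (striatal-enriched tyrosine phosphatase) enzyme, cell-free | Medium: 50 mM Bis-Tris pH 6.0 with 2.5 mM DTT and 0.005% Tween 20 | Read-out: Percent inhibition scaled to no-enzyme and uninhibited-enzyme controls, plate-pattern corrected | Signal: Fluorescence read at 480 nm ex / 540 nm em | Times: 20 min reaction, room temperature, in the dark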
Scp1 inh: inhibitors of human Scp-1 phosphatase. Q9GZU7. Recombinant Scp1, phosphopeptide, malachite green phosphate absorbance. inhibition, % at 20 µM. 340,000 tested, 0.88% active. AID 493091;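 active = inhibition above about 50% at 20 µM, limit read from the data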;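 also: plate controls were DMSO wells with enzyme for no effect and wells lacking enzyme for full effect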
Target sequence (Q9GZU7 76-261 limits assumed): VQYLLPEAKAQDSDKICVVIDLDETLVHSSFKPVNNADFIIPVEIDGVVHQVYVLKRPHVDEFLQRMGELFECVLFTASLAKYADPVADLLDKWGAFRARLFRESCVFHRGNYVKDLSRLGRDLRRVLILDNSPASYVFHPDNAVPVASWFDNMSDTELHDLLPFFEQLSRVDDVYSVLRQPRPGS
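Times: enzyme reaction 45 min at room temperature, colour 5 min, stabilisation 30 min. Material: SCP-1 catalytic fragment, aa 76-261. Medium: Acidic Tris acetate buffer with magnesium and detergent. Signal: colorimetric free-phosphate detection, absorbance 630 nm. Read-out basis: % inhibition of SCP-1 phosphate liberation. Reagent: Phosphorylated 17-residue peptide substrate.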
MsrA inhibitor: bovine MsrA inhibition; purified bovine MsrA, absorbance read-out; inhibition, % at 15.5 µM; 360,000 tested, 0.75% active; AID 651718; in the data active = inhibition above about 4.5%;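 also: 0% = vehicle wells with enzyme and 100% = reference inhibitor wells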
LMPTP block: LMPTP (human) inhibition | P24666 | recombinant LMPTP-A, OMFP fluorogenic substrate, fluorescence intensity | inhibition, % at 20 µM | 360,000 tested, 0.22% active;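 active = compounds that cut the enzyme signal by at least half of the control window in the single-dose screen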;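 also: plate controls were DMSO wells with enzyme plus substrate for no effect and substrate without enzyme for full effect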
Target sequence (P24666 whole entry, looked up): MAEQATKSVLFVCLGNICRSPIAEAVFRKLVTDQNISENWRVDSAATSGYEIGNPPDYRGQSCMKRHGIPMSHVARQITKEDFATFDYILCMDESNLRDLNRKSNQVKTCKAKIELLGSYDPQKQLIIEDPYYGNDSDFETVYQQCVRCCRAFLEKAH
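Test system – LMPTP-A phosphatase enzyme · Quantity – 0.625 nM LMPTP-A final · Reagent – OMFP substrate, 400 µM final · Dosing – one test concentration per compound, 20 µM, with 3% DMSO overall · Timing – 50 min enzyme reaction at room temperature, protected from light · Detection – fluorescence intensity · Controls – substrate-only low control, DMSO enzyme-plus-substrate high control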
SUMO1 PPI mod: alters human SUMO1 binding to SIM partners. inhibition, % at 20 µM. P63165. SUMO1 binding to a labelled peptide, TR-FRET, 1 h. 360,000 tested, 0.33% active; in the data active = inhibition above about 37%
Target sequence (P63165 whole entry, looked up): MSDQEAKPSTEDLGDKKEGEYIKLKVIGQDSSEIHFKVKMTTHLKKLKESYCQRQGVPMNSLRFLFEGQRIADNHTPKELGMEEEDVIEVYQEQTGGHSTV
Rpn11 block: inhibitors of human proteasome Rpn11. O00487. human 26S proteasome, Ub4-pepOG fluorescence polarization; 20S core pre-blocked with epoxomicin. calls only at 20 µM. 360,000 tested, 0.59% active. AID 588493;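 active = inhibition at 20 µM, scaled to each plate's controls, above about 33%, limit read from the data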
Target sequence (O00487 whole entry, looked up): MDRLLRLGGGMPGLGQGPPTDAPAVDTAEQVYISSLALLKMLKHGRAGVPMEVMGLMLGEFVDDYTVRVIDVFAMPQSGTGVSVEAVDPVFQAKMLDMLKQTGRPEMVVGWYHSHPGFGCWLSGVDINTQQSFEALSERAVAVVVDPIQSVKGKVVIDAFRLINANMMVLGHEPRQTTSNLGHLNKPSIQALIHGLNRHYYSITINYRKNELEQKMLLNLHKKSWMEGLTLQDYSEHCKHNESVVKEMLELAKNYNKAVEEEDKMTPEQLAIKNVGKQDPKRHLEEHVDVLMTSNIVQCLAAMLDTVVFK
TbMetRS inhib: blocks T. brucei methionyl-tRNA synthetase activity. 360,000 tested, 0.4% active. purified T. brucei MetRS, ATP depletion, Kinase-Glo luminescence. inhibition, % at 11.9 µM;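 active = inhibition above a per-plate cutoff of the control wells' mean inhibition plus 3 SD, cut at about 5.5% in these data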;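 also: 0% = DMSO wells median and 100% = median of wells with control inhibitor compound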
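Material – parasite MetRS enzyme · Medium – HEPES-MgCl2-KCl buffer plus DTT, spermine, BSA, pyrophosphatase · Reagent – ATP, methionine and E. coli bulk tRNA substrates · Times – 15 min enzyme-compound preincubation, 2 h reaction, 10 min detection, 25 °C · Measured by – luminescence of leftover ATP · Evaluation – percent inhibition relative to median high and low control wells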
DNMT1 block: blocks human DNA methyltransferase DNMT1; DNMT1 molecular beacon, Hinp1I cleavage, fluorescence; inhibition (reported as % activation of signal), % at 10 µM; 360,000 tested, 0.83% active; in the data active = inhibition above about 50%
Numbers without * were called inactive; i = inactive; x = not tested or not shown. Rows were taken by chance; about 3.9% have a hit in one of these screens.

Start of the data: the first 6 entries, to show the layout:
| SMILES | MsrA inhibitor | Scp1 inh | Rpn11 block | SUMO1 PPI mod | DNMT1 block | CSN deneddyl inh | NadD inh | TbMetRS inhib | LMPTP block | STEP inh |
| --- | --- | --- | --- | --- | --- | --- | --- | --- | --- | --- |
| COc1ccc(CNS(=O)(=O)c2ccc(-c3ccc(=O)[nH]n3)o2)cc1 | -0.1 | -9.1 | i | -15.6 | 0.6 | 0.0 | 1.5 | 0.2 | -1.4 | -3.7 |
| CCOC(=O)C=Cc1ccc(C(=O)OCC)[nH]1 | 4.4 | x | i | -14.6 | 3.2 | 0.3 | 5.1 | 0.0 | 0.4 | 0.5 |
| CN(C)S(=O)(=O)c1cccc(C(=O)Nc2ccccc2C(=O)NC2CC2)c1 | -1.1 | -7.6 | i | -1.2 | -1.6 | 3.6 | -5.3 | -0.3 | -4.3 | 0.1 |
| CCOc1ccccc1OCCCC(=O)NC1=NCCS1 | -1.3 | 7.7 | i | -6.9 | 1.5 | 0.5 | -1.3 | -0.7 | -1.7 | -1.0 |
| CC(=O)Nc1ccc(S(=O)(=O)NCC(=O)OCC(=O)N2CCN(c3ccccc3)CC2)cc1 | -1.5 | 12.2 | i | -3.3 | -2.3 | 0.8 | 9.7 | -1.2 | 0.6 | 0.8 |
| CC(=O)Nc1nc(-c2cccc3ccccc23)cs1 | 0.9 | -7.0 | i | -19.6 | -6.0 | 2.5 | -2.6 | -0.4 | 0.0 | -0.5 |

The list itself, from the start:
| SMILES | MsrA inhibitor | Scp1 inh | Rpn11 block | SUMO1 PPI mod | DNMT1 block | CSN deneddyl inh | NadD inh | TbMetRS inhib | LMPTP block | STEP inh |
| --- | --- | --- | --- | --- | --- | --- | --- | --- | --- | --- |
| COc1ccc(CNS(=O)(=O)c2ccc(-c3ccc(=O)[nH]n3)o2)cc1 | -0.1 | -9.1 | i | -15.6 | 0.6 | 0.0 | 1.5 | 0.2 | -1.4 | -3.7 |
| CCOC(=O)C=Cc1ccc(C(=O)OCC)[nH]1 | 4.4 | x | i | -14.6 | 3.2 | 0.3 | 5.1 | 0.0 | 0.4 | 0.5 |
| CN(C)S(=O)(=O)c1cccc(C(=O)Nc2ccccc2C(=O)NC2CC2)c1 | -1.1 | -7.6 | i | -1.2 | -1.6 | 3.6 | -5.3 | -0.3 | -4.3 | 0.1 |
| CCOc1ccccc1OCCCC(=O)NC1=NCCS1 | -1.3 | 7.7 | i | -6.9 | 1.5 | 0.5 | -1.3 | -0.7 | -1.7 | -1.0 |
| CC(=O)Nc1ccc(S(=O)(=O)NCC(=O)OCC(=O)N2CCN(c3ccccc3)CC2)cc1 | -1.5 | 12.2 | i | -3.3 | -2.3 | 0.8 | 9.7 | -1.2 | 0.6 | 0.8 |
| CC(=O)Nc1nc(-c2cccc3ccccc23)cs1 | 0.9 | -7.0 | i | -19.6 | -6.0 | 2.5 | -2.6 | -0.4 | 0.0 | -0.5 |
| CC(=O)N(C)c1ccc(NC(=O)c2ccco2)cc1 | 0.2 | 0.7 | i | -5.3 | -0.7 | -4.8 | 0.3 | -0.8 | -0.5 | -0.4 |
| O=C(/C=C/c1ccco1)Nc1ccc2c(c1)OCCO2 | 4.6* | -1.0 | i | -10.5 | 1.8 | -0.8 | -3.0 | 0.5 | 0.2 | 2.0 |
| CS(=O)(=O)NCCC1=CCCCC1 | 0.0 | -3.6 | i | 0.1 | -0.1 | -3.4 | -0.3 | -0.2 | -0.3 | -2.9 |
| CC(C)(C)c1ccc(OCC(O)CN2CCc3ccccc3C2)cc1 (centres undefined) | -1.1 | -3.1 | i | -0.4 | 5.0 | 0.0 | -9.3 | -0.8 | -1.8 | 1.1 |
| COc1ccc(S(=O)(=O)NCC2CCC(C(=O)NCC(OC)OC)CC2)cc1 (centres undefined) | -0.8 | 2.2 | i | 2.7 | 1.2 | 7.7 | -1.1 | -0.2 | -1.7 | -1.9 |
| Cc1cc(C)cc(C(=O)NCC(=O)NCc2ccc(S(N)(=O)=O)cc2)c1 | 0.6 | -7.5 | i | 5.7 | -2.3 | -0.8 | -2.3 | -0.1 | -0.7 | 2.2 |
| O=S(=O)(NCCc1ccccc1)c1ccc(F)cc1Br | -0.3 | -1.3 | i | -0.2 | 1.2 | 1.4 | -4.6 | -0.9 | 0.5 | 0.8 |
| C/C(=N\NC(=O)c1cccc(S(=O)(=O)N2CCCC2)c1)c1ccc(F)cc1 | -0.7 | -6.2 | i | 1.4 | -2.4 | 0.7 | 0.3 | -0.2 | 0.3 | 4.5 |
| COc1ccc(N=C2S/C(=C\c3cc(C)n(C)c3C)C(=O)N2CC(C)C)cc1 | 0.3 | 8.2 | i | -9.0 | -9.3 | -1.9 | 10.1 | -0.3 | 4.8 | 4.0 |
| Cc1ccc(-c2nc3c(c(=O)c4ccccc4n3C)c(=O)n2-c2ccc(F)cc2)cc1 | -1.0 | 2.7 | i | -60.3 | 27.3 | 2.9 | 9.5 | 0.0 | -1.2 | 1.3 |
| COc1ccccc1C1CCN(C(=O)c2cccc([N+](=O)[O-])c2)CC1 | -0.6 | -3.5 | i | -22.1 | 0.7 | 0.1 | 0.2 | 0.2 | 0.3 | -2.3 |
| O=C(NCc1ccccc1)c1cc(-c2cccc(O)c2)on1 | -0.1 | -11.9 | i | 1.0 | -3.4 | 1.6 | -6.8 | -0.1 | -1.2 | 3.0 |
| CCOc1ccc(C2C=C(c3ccccc3)Nc3nnnn32)cc1 (centres undefined) | -0.9 | -5.0 | i | -3.5 | 2.8 | -4.8 | -1.7 | 1.6 | -2.4 | 7.3 |
| CCCC(c1nnnn1CCOC)N1CCN(Cc2ccccc2)CC1 (centres undefined) | 0.3 | 0.2 | i | 0.2 | 11.3 | -3.2 | -2.1 | -1.7 | 0.4 | -3.9 |

Looked up above.
O=S(=O)(NCCc1ccccc1)c1ccc(F)cc1Br @ MsrA inhibitor: -0.3
COc1ccc(CNS(=O)(=O)c2ccc(-c3ccc(=O)[nH]n3)o2)cc1 @ MsrA inhibitor: -0.1
CC(C)(C)c1ccc(OCC(O)CN2CCc3ccccc3C2)cc1 (centres undefined) @ DNMT1 block: 5.0
COc1ccc(S(=O)(=O)NCC2CCC(C(=O)NCC(OC)OC)CC2)cc1 (centres undefined) @ Scp1 inh: 2.2

Some of the entries so far, field by field.
COc1ccc(S(=O)(=O)NCC2CCC(C(=O)NCC(OC)OC)CC2)cc1 (centres undefined)
  MsrA inhibitor = -0.8
  Scp1 inh = 2.2
  Rpn11 block = i
  SUMO1 PPI mod = 2.7
  DNMT1 block = 1.2
  CSN deneddyl inh = 7.7
  NadD inh = -1.1
  TbMetRS inhib = -0.2
  LMPTP block = -1.7
  STEP inh = -1.9
Cc1cc(C)cc(C(=O)NCC(=O)NCc2ccc(S(N)(=O)=O)cc2)c1
  MsrA inhibitor = 0.6
  Scp1 inh = -7.5
  Rpn11 block = i
  SUMO1 PPI mod = 5.7
  DNMT1 block = -2.3
  CSN deneddyl inh = -0.8
  NadD inh = -2.3
  TbMetRS inhib = -0.1
  LMPTP block = -0.7
  STEP inh = 2.2
